# Bioassay records as filed in PubChem BioAssay.
# ARNT-TACC3 inh: disruptors of ARNT/TACC3 protein interaction, primary screen, biochemical, AlphaScreen, single concentration; Transforming acidic coiled-coil-containing protein 3 (Homo sapiens), Q9Y6A5; AlphaScreen His-ARNT PAS-B/GST-TACC3 binding, luminescence; TACC3 fragment carries E629A point mutation; inhibition, % at 9.99 µM; 0.66% of 390,000 active;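 active means mean inhibition of replicates at least 50% and at least half of replicates each reaching 50%; inconclusive means half or more replicates reach 50% but mean below 50%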;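 further: 0% = complete ARNT plus TACC3 wells and 100% = ARNT alone without TACC3; many hits fall short of the cut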
# PglD DTNB: C. jejuni PglD acetyltransferase inhibitors, primary screen, biochemical, DTNB colorimetric, single point. UDP-N-acetylbacillosamine N-acetyltransferase PglD (Campylobacter jejuni). purified PglD enzyme, DTNB colorimetric CoA detection. inhibition, % at 12.5 µM. 0.098% of 360,000 active. AID 602405, 2012; in the data active means inhibition above about 16%, passing the limit was not always enough; inconclusive means no clear call, values can overlap the other calls; further: strong numbers were not always called active
# GSIS activator: GLuc luminescence reporter in INS-1E cells, primary screen for activators of glucose-dependent secretion of insulin. INS-1E GLuc reporter insulin secretion, 2-3 h. activation, % at 16.6 µM. 0.61% of 370,000 active. AID 743287, 2014;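 active means lowest replicate activation of at least 40%, so every replicate reaches that level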;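 further: 0% = median of neutral control wells and 100% = median of IBMX positive control wells; some compounds called inactive have numbers as strong as hits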
# LGR2 inh: inhibitors of bursicon-induced LGR2 CRE-luciferase signal, primary screen, cell-based, HEK293, CRE-luciferase reporter, bursicon stimulation; Drosophila bursicon receptor LGR2 (rickets); bursicon-stimulated, 4 h; inhibition, % at 9.99 µM; 0.35% of 380,000 active;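 active means drop in luminescence signal, shown as inhibition above about 50% in the replicate tests, limit read from the data, passing the limit was not always enough; inconclusive means probably only some replicates passing the limit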;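 further: agonist challenge used bursicon conditioned medium at about half maximal strength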
# PGC1a acetyl inh: inhibitors of PGC1a acetylation signal, primary screen, cell-based, U2OS, AlphaScreen, inhibitor mode; AlphaScreen anti-acetyl-lysine; with virally co-expressed GCN5 acetyltransferase; inhibition, % at 15.6 µM; 0.17% of 350,000 active;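 active means every replicate shows inhibition of at least 40%; inconclusive means mean inhibition at least 40% but some replicate below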;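 further: 0% = neutral control wells and 100% = positive control wells; some results beyond the cut were filed as inactive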
# PAX8 reporter: inhibitors of PAX8-driven TPO luciferase reporter, primary screen, RMG-I cells, single concentration; SteadyGlo, 24 h; inhibition, % at 12.6 µM; 1.2% of 360,000 active; AID 652154, 2013;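 active means mean replicate inhibition at least 60% with every replicate also reaching 60%; inconclusive means only one of the two criteria is met; inactive means mean below 60% and not all replicates reaching 60%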;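 further: luciferase light reporting Pax8 driven TPO promoter activity; plate controls were median of neutral control wells for no effect and mitoxantrone controls for full effect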
# Cneo AK release: Cryptococcus neoformans cell lysis inducers, primary screen, AK release luminescence, single concentration; C. neoformans lysis, adenylate kinase release luminescence, 4 h; normalised: neutral wells 0, clomiphene wells 100; lysis activity, % at 15 µM; 0.2% of 360,000 active;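 active means mean lysis activity across replicates of at least 80%, whatever share of replicates individually reach that level; inactive means mean lysis activity below 80%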
#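 Assay system: log-phase C. neoformans yeast / Quantity: yeast cell density of 5 × 10^6 cells/mL / Medium: fresh YPD growth medium / Compound: single dose / Timing: static 4 h at 37 °C with compound, 1 h detection / Measured by: adenylate kinase release luminescence / Read-out: lysis from increased AK signal / Benchmarks: Clomiphene as positive lysis control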
# Statin myotox sup: suppressors of statin myotoxicity in C2C12 myotubes, primary screen, cell-based, single point, plate reader; 0.78% of 330,000 active; rescue of ATP level, % at 7.49 µM; C2C12 myotubes + simvastatin, ATP luminescence, 48 h; scaled: DMSO 0, geranylgeraniol control 100; AID 602340, 2012;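 active means mean ATP rescue above about 67%, or every replicate alone reaching that limit, limit read from the data, passing the limit was not always enough; inconclusive means no clear call, values can overlap the other calls; inactive means mean under the limit and some replicate under it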;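 further: myotubes were challenged with 10 µM simvastatin during compound exposure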
# Starred values were filed as active, the others as inactive; u = inconclusive; x = no result given.
# Second line of a record: ARNT-TACC3 inh	PglD DTNB	GSIS activator	LGR2 inh	PGC1a acetyl inh	PAX8 reporter	Cneo AK release	Statin myotox sup
1) CCn1c(SCC(=O)NCCc2ccc(OC)c(OC)c2)nc2c1c(=O)n(C)c(=O)n2C
→ -5	x	1	7	-2	x	x	x
2) CCOC(=O)N1CCN(Cc2nc3c(c(=O)n(C)c(=O)n3C)n2Cc2cccc3ccccc23)CC1
→ 1	1	x	x	x	x	2	2
3) CCOC(=O)C1C(=O)CC(C)(O)C(C(=O)OCC)C1c1ccc(OC)cc1 (stereo not drawn)
→ -10	-4	x	x	49	-4	-1	-10
4) O=C(N/N=C/c1cccc([N+](=O)[O-])c1)c1ccncc1
→ 0	-5	6	-11	0	0	0	x
5) CO[C@H]1CN(C)C(=O)c2cc(NC(=O)Cc3ccccc3)ccc2OC[C@@H](C)NC[C@@H]1C
→ -4	0	17	-12	1	-10	2	-4
6) CC(C)OC(=O)/C(=C\c1ccccc1)NC(=O)c1ccccc1
→ 0	3	x	-14	-6	-11	-1	-3
7) CC1CCCN(c2nc3c(c(=O)[nH]c(=O)n3C)n2CCCc2ccccc2)C1 (stereo not drawn)
→ -4	-4	x	-20	-13	16	-1	17
8) CCCCCCN1Cc2ccccc2C1
→ -9	-2	19	-8	-1	x	1	106*
9) O=C(Nc1cccc(F)c1)c1ccc(S(=O)(=O)N2CCCCC2)cc1
→ -5	9	15	-4	2	6	1	x
10) CCn1ccnc1CN(C)Cc1nc(-c2ccc(C(=O)OC)cc2)no1
→ -3	4	1	18	0	22	2	16
11) C[C@@H]1CN([C@@H](C)CO)C(=O)c2cccc(NC(=O)c3ccncc3)c2O[C@@H]1CN(C)Cc1ccc(Oc2ccccc2)cc1
→ -7	0	x	x	0	5	-3	29
12) Cc1ccc(S(=O)(=O)N(C)C[C@@H]2Oc3ccc(NC(=O)NC(C)C)cc3CC(=O)N([C@@H](C)CO)C[C@@H]2C)cc1
→ 1	-2	0	-5	-7	22	0	-34
13) CC(=O)c1ccc(NC(=O)CSc2nccn2CCc2ccccc2)cc1
→ x	-4	x	x	-6	-150	3	2
14) COc1ccc(CN(C)C[C@H]2Oc3c(NC(=O)Nc4ccc(F)cc4)cccc3C(=O)N([C@H](C)CO)C[C@H]2C)cc1
→ -6	-3	18	11	2	2	0	-33
15) O=C(NCCc1c[nH]c2ccccc12)c1[nH]c(C(F)(F)F)nc1-c1ccccc1
→ x	-2	1	-8	-3	24	-1	2
16) COC(=O)CCC(=O)OC1(C)C(=O)C2=CN(c3ccc(OC)cc3)C(c3ccc(OC)cc3)=CC2=C(Br)C1=O (stereo not drawn)
→ 7	2	x	x	4	x	0	x
17) O=C(NCC[C@@H]1CC[C@H](NC(=O)c2cccnc2)[C@@H](CO)O1)Nc1ccc(Cl)cc1
→ -17	1	-8	-7	1	-24	-3	-5
18) CCOC(=O)CNC1CC(=O)N(c2ccc(Br)cc2)C1=O (stereo not drawn)
→ -15	-4	5	4	23	2	-2	-7
19) Cc1onc(-c2ccccc2)c1C(=O)OCC(=O)NC(C)c1ccc(Cl)cc1 (stereo not drawn)
→ x	x	-39	23	0	12	x	3
20) COc1ccc(NC(=O)C2(C)Cc3c(-c4ccccc4)ccnc3O2)cn1 (stereo not drawn)
→ x	0	-18	-18	x	42	-3	-22
21) COCCN(C(=O)Nc1ccccc1)c1ccccc1C
→ -5	3	x	x	15	-7	1	3
22) O=C(NCc1cccs1)c1noc2c1CCCC2
→ -6	3	20	0	-6	x	0	4
23) CC1CCCCC1NC(=O)CCCCn1c(=O)[nH]c2ccsc2c1=O (stereo not drawn)
→ -13	3	-4	-8	-17	3	5	1
24) COC(=O)c1nc(NC(=S)NC(=O)c2cccs2)sc1C
→ -4	3	11	-27	x	-23	1	8
25) OC(Cc1ccccc1)c1ncc(-c2ccc(Cl)cc2)[nH]1 (stereo not drawn)
→ x	-1	-4	-4	x	-1	2	-23
26) CCN(CC)c1ccc(/C=C2/C(=O)ON=C2C)cc1
→ 4	x	-15	-54	x	5	x	x
27) O=C(CSc1nc2c(c(=O)[nH]1)CCCC2)Nc1ccc(Cl)cc1F
→ -12	-5	-1	-10	4	x	-4	7
28) O=c1[nH]c(-c2ccccc2)cs1
→ -3	6	-5	-2	-1	22	1	x
29) C[C@H](CO)N1C[C@H](C)[C@H](CN(C)C(=O)Nc2ccc(F)cc2)Oc2ncc(C#CCC3CCCC3)cc2C1=O
→ -10	2	-8	0	5	x	-6	x
30) CC(C(=O)NC1CCCC1)N1CCN(S(=O)(=O)c2ccccc2Cl)CC1 (stereo not drawn)
→ -5	7	6	19	4	-4	-1	12
31) COc1cc(CO)ccc1OCc1nnnn1-c1ccc(C)cc1
→ -5	3	12	4	3	10	-4	x
32) CC(=O)Nc1ccc(S(=O)(=O)N2CCN(S(=O)(=O)N3CCCCCC3)CC2)cc1
→ -26	0	-11	12	-19	x	-2	9
33) CC1CC(C)C(=O)C(C(CC2CC(=O)NC(=O)C2)OC(=O)CC(=O)c2ccccc2)C1 (stereo not drawn)
→ 2	2	x	82*	34	85*	-2	u
34) Cc1cccc(C(C)C)c1NC(=O)Cc1ccc(S(=O)(=O)N2CCOCC2)s1
→ 1	x	-9	4	x	2	x	x
35) COc1ccc(CN(C)C[C@@H]2Oc3c(NC(=O)Nc4ccc(F)cc4)cccc3C(=O)N([C@@H](C)CO)C[C@@H]2C)cc1
→ -8	-6	-3	3	-1	2	-2	28
36) COc1ccc(-c2nnc3n2N=C(C)CS3)cc1
→ 0	1	x	x	x	4	4	3
37) COc1ccccc1C(O)(C(=O)N(NC(C)=O)c1ccccc1)c1ccccc1OC
→ -8	4	-2	15	6	17	1	3
38) COc1ccc(C(=O)NCc2cc(C(C)C)no2)cc1OC1CCN(C(C)C)CC1
→ 1	x	-6	-5	1	-8	1	-6
39) CCN(CC)c1ncnc2c1ncn2[C@H]1CN(Cc2cccs2)C[C@@H](CO)O1
→ x	1	16	-22	x	21	1	-6
40) COC(=O)[C@H]1[C@H](CO)[C@H]2Cn3c(cccc3=O)[C@H]2N1C(=O)C1CCCCC1
→ -3	0	6	-13	x	x	1	4
41) C[C@@H]1CN([C@@H](C)CO)C(=O)c2cc(NC(=O)Cc3cn(C)c4ccccc34)ccc2O[C@@H]1CN(C)CC1CCCCC1
→ 7	3	-20	28	-15	x	1	-64
42) Cc1cccn2c(CN[C@H]3CCCCNC3=O)c(C(=O)N3CCOCC3)nc12
→ -1	2	-11	-20	-4	5	0	-2
43) O=C(CCN1C(=O)/C(=C/c2ccccc2F)SC1=S)NC1C=CS(=O)(=O)C1 (stereo not drawn)
→ -14	-3	-11	-5	10	13	2	18
44) O=C(NCCCNC(=O)c1cccs1)c1cccs1
→ -16	-1	x	x	-2	x	-1	1
45) COc1ccc([N+](=O)[O-])cc1NC(=O)Cc1ccc(Cl)cc1
→ -3	x	-10	18	x	-23	x	x
46) O=C(O)c1cccc(NC(=O)c2cn(-c3ccccc3)nc2-c2ccncc2)c1
→ -19	x	3	-5	3	-20	x	4
47) COc1cccc(N=Nc2ccc3ccccc3c2O)c1
→ 5	4	6	16	x	-89	2	33
48) O=C(CNC(=O)c1cccs1)NCCc1ccco1
→ -2	7	x	x	0	-4	3	7
49) COc1ccc(NC(=O)Nc2ccc3c(c2)C(=O)N([C@H](C)CO)C[C@@H](C)[C@@H](CN(C)Cc2ccc(Cl)c(Cl)c2)OCCCC[C@H](C)O3)cc1
→ 13	1	-3	18	-8	56	2	x
50) CN(C)n1cccc1/C=C(\C#N)S(=O)(=O)c1cccc(Cl)c1
→ 1	-4	-6	-2	1	11	1	x

# (listing goes on)
# Second line of a record: ARNT-TACC3 inh	PglD DTNB	GSIS activator	LGR2 inh	PGC1a acetyl inh	PAX8 reporter	Cneo AK release	Statin myotox sup
51) C[C@@H]1CCCCO[C@H](CN(C)Cc2ccc3c(c2)OCO3)[C@H](C)CN([C@@H](C)CO)C(=O)c2cc(NS(=O)(=O)c3ccc(Cl)cc3)ccc2O1
→ 14	4	-2	5	-7	53	-5	x
52) COc1ccc(C2CC(=O)C=C(NC3CCCC3)C2)cc1 (stereo not drawn)
→ -5	5	x	x	x	x	-2	2
53) CCOc1ccc(NC(=O)CN(C)C(=O)c2cc([N+](=O)[O-])ccc2N2CCCCC2)cc1OCC
→ 9	-11	-28	10	-8	-9	0	20
54) Cc1ccc(F)cc1C(=O)N1CCCCC1c1cc(C(=O)Nc2ccccc2)no1 (stereo not drawn)
→ x	1	-10	12	-4	11	2	11
55) C[C@@H]1CN([C@H](C)CO)C(=O)Cc2cc(NS(=O)(=O)c3ccccc3)ccc2O[C@@H]1CN(C)Cc1ccc(-c2ccccc2)cc1
→ -2	1	2	6	15	9	1	25
56) c1ccc2nc3c(nc2c1)OCC1CCCCN31 (stereo not drawn)
→ 6	0	23	-28	x	-71	-4	-4
57) C[C@H]1CN([C@@H](C)CO)S(=O)(=O)c2ccc(-c3cccnc3)cc2O[C@@H]1CN(C)Cc1ccncc1
→ -2	1	-9	-15	-14	x	-3	24
58) CSc1ncccc1C(=O)NC1CC(C)(C)Cc2c1cnn2-c1ccccc1C (stereo not drawn)
→ -1	-1	x	22	x	-6	0	1
59) CCOC(=O)c1cccc(NC(=O)c2cncc(Br)c2)c1
→ -24	x	15	-18	x	-105	x	x
60) COc1ccc(C=C2SC(=S)N(CCCC(=O)Nc3ccc(C(=O)O)c(O)c3)C2=O)cc1OC
→ x	2	-9	-9	6	4	-1	13
61) CC1=C(C#N)C(C(F)(F)F)(C(F)(F)F)N=C(c2ccco2)N1
→ 4	5	x	x	-4	x	0	-18
62) O=C(COC(=O)c1cc(S(=O)(=O)N2CCOCC2)ccc1Cl)NCc1ccccc1
→ -4	-2	x	-6	-4	0	0	0
63) COc1cccc(CN(CC(=O)NC2CCCC2)C(=O)c2csnn2)c1
→ -4	5	6	7	-3	2	3	22
64) Cc1cc(C(=O)CSc2nnnn2-c2ccccc2)c(C)n1CCc1ccccc1
→ -4	-1	27	x	-4	1	-1	107*
65) CC(C)(C)C(=O)OCc1nc(-c2ccc(O)c(O)c2)cs1
→ 6	6	-5	-17	3	13	-16	x
66) Cc1ccc(NNC(=O)c2cc(C(C)(C)C)nn2Cc2ccccc2)cc1
→ -2	-3	-41	4	-7	1	0	28
67) O=C(O)CCn1[nH]c(=O)ccc1=O
→ -1	3	x	x	-10	x	-2	-5
68) CC#C[C@@H](CC)c1ccc2ccn(C)c2c1
→ 26	5	0	-11	x	-12	-1	4
69) CC(C)(CNC(=O)c1ccc(S(=O)(=O)Nc2ccccc2F)cc1)N1CCOCC1
→ -9	-4	8	-8	-10	-4	3	11
70) CC(C)N(C(=O)Cn1c(=O)oc2ccccc21)c1ccccc1
→ x	-4	-1	4	x	2	-1	7
71) CCCCNC(=O)N(C)c1nc2ccccc2s1
→ -4	-3	0	-67	2	-165	-7	1
72) COc1ccc(CCNC(=O)CN2CCN(c3cccc(C(F)(F)F)c3)CC2)cc1
→ x	-1	x	x	x	22	2	-8
